MazEF act – activators of E. coli MazEF toxin-antitoxin RNase, primary screen, biochemical, fluorescence, uHTS; 350,000 tested, 0.32% active; Endoribonuclease toxin MazF (Escherichia coli (strain K12)), P0AE70; FAM/BHQ RNA-DNA oligo cleavage fluorescence, 5 h; activation, % at 20 µM; in the data active = activation above about 50%
Target sequence (P0AE70 whole entry, looked up): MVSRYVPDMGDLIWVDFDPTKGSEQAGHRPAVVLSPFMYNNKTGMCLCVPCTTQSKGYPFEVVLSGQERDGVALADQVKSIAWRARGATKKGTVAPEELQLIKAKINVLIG
Rv3671c protease – Rv3671c serine protease inhibitors, primary screen, biochemical, fluorescence polarization, M. tuberculosis H37Rv; 320,000 tested, 0.048% active; inhibition, % at 5.96 µM; AID 2606, 2010; P9WHR9; in the data active = inhibition above about 38%;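 also: extracellular domain of Rv3671c used as enzyme; 0% = enzyme with DMSO and 100% = no enzyme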
Target sequence (P9WHR9 whole entry, looked up, the tested form may be a part): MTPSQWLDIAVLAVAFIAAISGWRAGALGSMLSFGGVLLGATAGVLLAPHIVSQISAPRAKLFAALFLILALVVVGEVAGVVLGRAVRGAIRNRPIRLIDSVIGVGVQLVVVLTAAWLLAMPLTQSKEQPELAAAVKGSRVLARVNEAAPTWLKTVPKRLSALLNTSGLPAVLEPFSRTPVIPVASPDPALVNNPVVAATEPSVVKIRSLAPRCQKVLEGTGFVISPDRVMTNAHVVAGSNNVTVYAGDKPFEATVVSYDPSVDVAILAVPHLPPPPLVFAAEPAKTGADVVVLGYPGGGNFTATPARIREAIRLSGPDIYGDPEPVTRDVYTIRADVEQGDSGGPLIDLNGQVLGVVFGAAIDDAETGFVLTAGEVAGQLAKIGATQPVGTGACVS
BoNT F protease – BoNT/F light chain protease inhibitors, primary screen, biochemical, flow cytometry, MLPCN library; Botulinum neurotoxin type F light chain protease (Clostridium botulinum); Multiplex microsphere protease cleavage assay; inhibition, % at 10 µM; 360,000 tested, 0.22% active; in the data active = inhibition above about 35%, passing the limit was not always enough; inconclusive = no clear call, values can overlap the other calls; also: plate controls were buffer without enzyme for full effect and enzyme alone for no effect
Mtb UGM inh – M. tuberculosis UGM enzyme inhibitors, primary screen, biochemical, fluorescence polarization, single point; UDP-galactopyranose mutase (Mycobacterium tuberculosis (strain ATCC 25618 / H37Rv)), …; purified UGM, fluorescence polarization probe displacement; inhibition, % at 10 µM; 320,000 tested, 0.06% active; in the data active = inhibition above about 10%, passing the limit was not always enough; inconclusive = no clear call, values can overlap the other calls
BioA inh – M. tuberculosis BioA enzyme inhibitors, primary screen, biochemical, plate reader, single point, HTS | 7,8-diaminopelargonic acid synthase BioA (Mycobacterium tuberculosis) | purified M. tuberculosis BioA enzyme | inhibition, % at 9.99 µM | 360,000 tested, 0.096% active | AID 602481, 2012; in the data active = inhibition above about 40%; inconclusive = no clear call, values can overlap the other calls
FadD28 FP inh – inhibitors of FadD28 bisubstrate probe binding, primary screen, biochemical, fluorescence polarization, single point; Mycobacterium tuberculosis FadD28 fatty-acid-AMP ligase; inhibition, % at 12.5 µM; 360,000 tested, 0.22% active; AID 588549, 2011; in the data active = inhibition above about 8.5%, passing the limit was not always enough; inconclusive = no clear call, values can overlap the other calls
FBA Mtb inh – Mtb FBA enzyme inhibitors, primary screen, biochemical, fluorescence, strain H37Rv; Fructose-bisphosphate aldolase (Mycobacterium tuberculosis (strain ATCC 25618 / H37Rv)), …; purified M. tuberculosis FBA, fluorescence read-out; inhibition, % at 1 µM; 360,000 tested, 2.3% active; AID 588726, 2011; in the data active = inhibition above about 27%;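 also: 0% = vehicle and 100% = reference inhibitor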
Target sequence (P9WQA3 whole entry, looked up): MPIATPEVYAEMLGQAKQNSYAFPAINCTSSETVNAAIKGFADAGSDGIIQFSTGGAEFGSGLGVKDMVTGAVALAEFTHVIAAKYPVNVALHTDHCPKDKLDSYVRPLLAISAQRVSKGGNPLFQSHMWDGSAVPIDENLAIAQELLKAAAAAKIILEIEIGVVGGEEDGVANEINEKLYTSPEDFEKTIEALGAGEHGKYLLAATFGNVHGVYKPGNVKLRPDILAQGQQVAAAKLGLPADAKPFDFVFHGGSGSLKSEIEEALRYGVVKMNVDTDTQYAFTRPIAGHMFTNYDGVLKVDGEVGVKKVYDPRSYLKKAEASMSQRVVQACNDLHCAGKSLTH
PrPC surface inh – inhibitors of human cell surface prion protein PrPC, primary screen, cell-based, TR-FRET; AID 720596, 2013; Major prion protein (Homo sapiens), P04156; 370,000 tested, 0.43% active; inhibition, % at 13.8 µM; TR-FRET read-out; in the data active = inhibition above about 24%; also: 0% = median of the test wells and 100% = reference compound wells
GDH-TPI inh – GDH-TPI coupling enzyme inhibitors, primary screen, artefact control for M. tuberculosis FBA inhibitor project, biochemical, absorbance, full deck. GDH-TPI coupled enzyme counterscreen, NADH absorbance. inhibition, % at 4.8 µM. 360,000 tested, 1.2% active; in the data active = inhibition above about 30%;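 also: 0% = DMSO wells and 100% = wells lacking the enzyme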
Starred values were filed as active, the others as inactive; ? = inconclusive; nt = no result given; + = active, no number.

SMILES	MazEF act	Rv3671c protease	BoNT F protease	Mtb UGM inh	BioA inh	FadD28 FP inh	FBA Mtb inh	PrPC surface inh	GDH-TPI inh
CC(/C=C/c1ccccc1)=N/NC(=O)Cn1nnc(N)n1	-9	-1	2	4.5	8.5	-2.1	1	-3	21
CCN(CC)c1ncnc2c1cnn2C	-1	4	1	-1.2	-1.1	1.1	-1	-6	11
Cc1ccc(NC(=O)c2cc(S(=O)(=O)N3CCCCC3)cs2)cc1	5	-4	-1	0.8	1.9	0.4	3	10	-1
COc1cccc(NC(=O)Nc2cc(C(=O)O)ccc2C)c1	3	-2	-3	4.0	nt	-1.1	1	0	4
O=C(CSc1nnnn1-c1ccccc1)N1CCCc2ccccc21	-4	3	-34	-1.0	1.6	-3.4	-6	-1	4
COc1ccc(C(=O)c2c3ccc([N+](=O)[O-])cc3[n+]([O-])n2CCCN)cc1	9	-3	-64	0.0	-2.8	-3.5	1	-14	15
Cc1ccc(CNC(=O)c2cc3c(=O)n(C)c4ccccc4c3n2C)o1	5	3	-9	-6.9	-0.7	-0.1	8	2	4
c1cc(Nc2cccc3nccnc23)c2nccnc2c1	51*	-7	-10	0.2	-3.9	-2.9	-8	-25	6
CCN(CC(=O)NC1CCS(=O)(=O)C1)S(=O)(=O)c1ccc(Cl)c(C(F)(F)F)c1 (stereo unspecified)	5	nt	11	nt	-2.2	-3.4	-4	0	-8
S=C(NCc1ccco1)N/N=C/c1cccnc1	8	-42	-2	-1.6	nt	-5.0	0	1	14
COC(=O)c1ccc(CN2CCN(CCC(C)C)C(CCO)C2)cc1 (stereo unspecified)	2	-5	-4	2.6	nt	-2.2	-2	9	-8
CCn1c(C)c(C)c2cc(C(=O)NCCc3ccco3)ccc21	-4	-52	1	-0.2	-1.7	-0.5	8	-5	5
Fc1ccccc1/C=N/n1c(-c2cccnc2)n[nH]c1=S	-1	1	?	7.1	nt	-0.1	-4	-4	6
Cn1c(OCc2cccnc2)nc2c1c(=O)n(Cc1ccc(Br)cc1)c(=O)n2C	16	2	9	-1.2	0.7	-0.4	0	8	-9
CN(CCNC(=O)C1CCN(S(=O)(=O)N2CCOCC2)CC1)CCc1ccccc1	-4	12	0	-0.3	-0.6	0.6	3	-2	7
CC1CCCN(C(=O)CN(C)S(=O)(=O)c2cccc3nsnc23)C1 (stereo unspecified)	7	-13	-7	2.2	-0.4	0.4	1	-33	12
CC(=O)c1ccc(NC(=S)N2CCN(c3ccccn3)CC2)cc1	-1	-8	?	2.5	nt	-2.0	0	6	7
CCOP(=O)(OCC)Oc1cc(C)c(N(C)C)c(C)c1	-16	nt	?	-0.3	0.0	-5.0	2	0	-1
CN(CC1COc2ccccc2O1)C(=S)Nc1ccccc1 (stereo unspecified)	1	-3	-44	-0.5	1.3	-5.2	-1	1	15
CCC(=O)N1CCc2cc(Br)cc(S(=O)(=O)NCCCN(C)Cc3ccccc3)c21	11	4	-30	0.0	-1.1	-1.1	-1	-6	1
CCOc1cc(/C=N/n2nnnc2N)ccc1OCc1c(C)no[n+]1[O-]	21	-10	-4	-2.3	-4.4	-0.1	3	-3	26
COc1ccc(C(=O)NCc2nnc(SCC(=O)Nc3ccccc3F)o2)cc1	3	-10	2	-1.5	-2.3	-0.6	4	-2	2
COc1ccc(N2CCN(C(=O)c3ccc(CNS(=O)(=O)c4cc(C)ccc4C)cc3)CC2)cc1	5	nt	-6	2.7	0.1	-6.8	0	-4	-12
Cc1cc(-c2ccccc2)n(-c2ccc(C(N)=O)cc2)n1	3	-2	-2	-3.6	nt	-1.9	-3	-7	3
O=C(CCOc1ccccc1)Nc1ccnn1C1CCN(Cc2ccc(F)cc2)CC1	4	-4	0	3.0	-1.4	-1.4	3	-9	8

(next part)
SMILES	MazEF act	Rv3671c protease	BoNT F protease	Mtb UGM inh	BioA inh	FadD28 FP inh	FBA Mtb inh	PrPC surface inh	GDH-TPI inh
O=C1CN(C(=O)c2cccc(Br)c2)c2ccccc2N1	8	-1	8	-1.0	0.0	nt	0	2	-2
COCc1c(C(=O)Nc2nc(C)cs2)oc2ccccc12	-3	4	0	0.6	nt	-2.3	1	-5	19
C=CC#CC1(O)CC(C)[N+](C)(C)CC1C (stereo unspecified)	-35	-3	-5	0.8	nt	0.3	2	-1	1
CSC[C@H](NC(=O)COc1cc2c(c3oc(=O)cc(C)c13)CCC(C)(C)O2)C(=O)O	0	5	0	0.4	0.2	-5.3	+	5	7
COc1cccc(NC(=O)c2nnn(Cc3ccc(Br)cc3F)c2N)c1	3	-16	-4	0.9	-1.5	-5.7	1	14	-9
Cc1ccc(Cc2c(-c3ccc(C#N)cc3)nc3c4ccccc4ccn23)cc1	nt	nt	4	nt	-4.4	-3.2	8	11	nt
Cc1ccc(C)c(CN2C(=O)COc3ccc(C(=O)c4ccccc4C(=O)O)cc32)c1	-3	-4	-7	2.1	nt	1.0	2	6	1
COc1ccc(NC(=O)c2cc(C3CCCCN3S(=O)(=O)c3cccs3)on2)c(C)c1 (stereo unspecified)	nt	nt	3	nt	-1.3	-5.6	-3	1	4
NS(=O)(=O)c1ccc(CCNC(=O)CN2C(=O)c3ccccc3S2(=O)=O)cc1	5	3	3	-0.1	-1.0	nt	-1	3	-9
CCOC(=O)c1c(C)[nH]c(C)c1C(=O)COC(=O)CCc1ccccc1	-1	11	-5	0.1	4.6	-4.4	0	-5	-8
O=C(C[n+]1cc(-c2ccccc2)n2c1CCCCC2)c1ccc(Cl)cc1	15	-2	3	0.1	12	-1.7	3	4	-2
COc1ccccc1NC(=O)c1ccc(CN(c2cc(Cl)ccc2C)S(=O)(=O)c2ccccc2)cc1	-13	4	-8	3.0	0.0	1.0	1	-2	10
Nn1c(SC/C=C/c2ccccc2)nnc1-c1ccco1	-3	-3	-2	1.2	nt	-1.5	1	6	11
COC(=O)c1cccc(Cn2nnc3ccccc3c2=O)c1	2	2	-4	-4.0	-0.8	-3.8	-1	-4	-3
CCOC(=O)Cc1csc(NC(=O)CSc2ncnc3c2cnn3-c2ccccc2Cl)n1	5	nt	-1	nt	0.7	-3.5	0	-1	-3
CCOC(=O)c1c(-c2ccccc2)csc1NC(=S)NC	-4	-5	-6	-1.0	nt	0.0	-2	2	8
O=S(=O)(c1ccc(NC(=S)NCc2ccco2)cc1)N1CCCCC1	0	-14	?	0.3	nt	-3.3	-1	-8	-1
COc1cccc(C(=O)Nc2cc(S(=O)(=O)N3CCOCC3)ccc2N2CCOCC2)c1	5	nt	-9	nt	2.1	-1.3	0	-9	8
COc1ccc(CCNC(=O)CNC(=O)N2CC(=O)Nc3ccccc32)cc1	8	nt	-3	nt	1.4	-4.1	-1	3	4
COc1ccc(OC)c(NC(=O)CSc2nnnn2C)c1	1	-1	-3	-2.2	nt	-1.2	0	-6	-3
O=C(CCNS(=O)(=O)c1ccc(Cl)cc1)NCCc1ccccc1	7	nt	-2	nt	-0.2	0.1	2	-4	12
COC(=O)c1cc2c(ccc3ccccc32)oc1=O	3	6	?	-3.6	7.4	-2.9	+	5	20
O=C(CCC(=O)N(CC(=O)NC1CCCC1)Cc1ccccc1Cl)Nc1nccs1	-1	-7	-11	7.9	-0.8	0.7	4	2	5
COc1ccc(CCN2CCCn3c2nc2c3c(=O)[nH]c(=O)n2C)cc1OC	1	nt	-8	3.7	-1.3	0.6	1	-1	-2
Cc1ccc(O)c(Cc2cc(C)cc(Cc3cc(C)ccc3O)c2O)c1	-2	nt	-7	nt	-1.8	-4.6	-4	-3	12

(listing goes on)
SMILES	MazEF act	Rv3671c protease	BoNT F protease	Mtb UGM inh	BioA inh	FadD28 FP inh	FBA Mtb inh	PrPC surface inh	GDH-TPI inh
CCOc1nc(NC(=O)NS(=O)(=O)Oc2cccc(Cl)c2)nc(-c2ccccc2)n1	-4	nt	-7	nt	nt	2.5	-3	5	6
CCC(C(=O)Nc1cc(OC)c(NC(=O)c2ccccc2)cc1OC)c1ccccc1 (stereo unspecified)	-10	-8	nt	0.6	-2.2	-2.5	1	6	-1
O=C(CCS(=O)(=O)c1ccccc1Cl)Nc1ccc(S(=O)(=O)Nc2ncccn2)cc1	-2	9	2	-4.6	-1.3	-2.6	-2	-3	-8
CC(C(=O)NC1=NCCS1)N1C(=O)C2CC=CCC2C1=O (stereo unspecified)	6	1	-12	3.0	-2.4	0.2	-2	6	2
CN(C)C(=O)c1ccc2c3c(cccc13)CC2	7	9	-2	-1.7	nt	-1.1	2	-4	3
FC(F)(F)c1ccc(NC(=S)NCc2ccccc2)cc1	1	-5	2	-0.7	nt	0.4	-2	7	5
O=C(NN1CCN(Cc2ccccc2)CC1)c1ccc(N2CCOCC2)c([N+](=O)[O-])c1	0	-7	-8	-0.1	nt	-4.9	-6	-8	-7
COc1ccc(C(=O)COC(=O)/C=C/c2ccccc2)c(OC)c1	-8	-10	6	-3.3	-0.1	nt	3	0	3
CC(Nc1ccc([N+](=O)[O-])cc1[N+](=O)[O-])c1ccccc1 (stereo unspecified)	3	nt	2	nt	nt	-0.8	-7	-27	21
Cc1ccc2nc(NCCCNC(=O)c3cnccn3)c(C#N)cc2c1	5	7	0	-3.8	0.9	-2.3	23	1	7
O=C(COc1ccccc1C(=O)Nc1ccccc1)NCCc1ccccc1	7	-4	-6	-1.1	nt	-1.5	2	6	1
COc1ccc(CNC(=O)[C@@H](NC(=O)C2CCN(S(=O)(=O)c3ccc(C)cc3)CC2)C(C)C)cc1OC	-12	1	1	0.4	-0.5	-2.6	2	3	-6
Cc1nc2ccc(NC(=O)COc3ccccc3C)cc2s1	9	-25	-2	3.1	-1.4	-2.4	4	2	-1
Cc1ccc(S(=O)(=O)N2CCC[C@H]2C(=O)OC(C)C(=O)Nc2ncc(Cl)cc2Cl)cc1 (stereo partly specified)	4	0	-13	-0.8	-1.6	0.8	3	5	11
Cc1ccccc1S(=O)(=O)NC(=NCc1ccc(F)cc1)c1ccccc1	3	-5	-6	-1.0	1.4	-6.5	-2	6	1
COc1cccc(C2/C(=C(/O)c3ccc4c(c3)OCO4)C(=O)C(=O)N2CCN2CCOCC2)c1 (stereo unspecified)	3	3	0	0.5	0.3	0.5	0	3	25
O=C(NCc1ccccn1)c1ccc2nc(C3CCCCC3)oc2c1	3	-9	10	-0.2	-0.5	-1.2	2	-5	5
Cc1cc(Cl)c2oc(C(=O)NCCN3CCOC3=O)c(C)c2c1	3	2	1	2.7	2.1	-4.5	2	-2	-10
COc1ccc(CCNc2nc(-c3ccc(NC(C)=O)cc3)cs2)cc1OC	3	-2	-4	1.3	1.9	-0.2	1	-8	-2
Brc1cc(Br)c2nc(-c3cccs3)ccc2c1	5	1	-6	-1.5	0.9	-2.3	3	6	6
Cc1ccc2[nH]c(C(=O)N3CCN(C=O)CC3)cc2c1	-2	1	-55	2.0	0.4	0.1	8	6	-1
CCN(CC(=O)Nc1cc(C)c(Cl)cc1OC)CC(=O)NC1CCS(=O)(=O)C1 (stereo unspecified)	8	-2	-5	0.4	6.9	-3.8	2	-8	-9

From PubChem BioAssay

Hits appear at their usual frequency. Share with any hit: about 4.8%.
